UBC13 polyUb: inhibitors of human UBC13 polyubiquitin chain formation | 0.47% of 330,000 active | P61088 | inhibition, % at 20 µM | TR-FRET; in the data active means inhibition above about 45%, passing the limit was not always enough
SENP8 inh: blocks the human protease SENP8; inhibition, % at 10 µM; 1.2% of 330,000 active; purified SENP8, Z-RLRGG-aminoluciferin cleavage, luminescence; Q96LD8
CCR6 antagonist: antagonists of human CCR6 receptor; P51684; CHO-K1 CCR6 PathHunter beta-arrestin, luminescence, CCL20-stimulated; inhibition, % at 20 µM; 0.49% of 340,000 active; AID 493098;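 active means compounds whose inhibition of the agonist-driven luminescence signal at 20 µM reaches about 50%, limit read from the data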;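 further: cells stimulated with CCL20 at 14 nM final; plate controls were DMSO with CCL20 for no effect and DMSO without agonist for full effect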
Jurkat NFkB inh: lowers PMA/ionomycin-induced NF-kB signal in Jurkat cells. PMA/ionomycin-induced NF-kB luciferase reporter, luminescence. 0.53% of 330,000 active. inhibition, % at 4 µM. AID 435003
697 NFkB inh: inhibitors of the PMA/ionomycin-induced NF-kB reporter in 697 B cells | inhibition, % at 4 µM | 0.33% of 330,000 active | 697 B-cell NF-kB luciferase reporter, 16 h | AID 435022; in the data active means inhibition above about 35%
Gli-Sufu block: blocks Gli-Sufu signaling in a luciferase reporter; Sufu-KO-LIGHT fibroblasts, Gli luciferase reporter luminescence; inhibition, % at 5 µM; 0.74% of 340,000 active; AID 588413;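 active means inhibition above about 55%, limit read from the data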;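 further: 0% = DMSO-treated cells and 100% = wells with medium but no cells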
Apaf1 inhib: blocks human Apaf-1 apoptosome activity | 0.71% of 330,000 active | inhibition, % at 20 µM | AID 489030 | reconstituted apoptosome caspase-3 activity, DEVD-Rh110 fluorescence | O14727; active means inhibition of at least 40% at 20 µM;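 further: plate controls were DMSO wells for no effect and DEVD-CHO caspase inhibitor wells for full effect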
Target sequence (O14727 whole entry, looked up): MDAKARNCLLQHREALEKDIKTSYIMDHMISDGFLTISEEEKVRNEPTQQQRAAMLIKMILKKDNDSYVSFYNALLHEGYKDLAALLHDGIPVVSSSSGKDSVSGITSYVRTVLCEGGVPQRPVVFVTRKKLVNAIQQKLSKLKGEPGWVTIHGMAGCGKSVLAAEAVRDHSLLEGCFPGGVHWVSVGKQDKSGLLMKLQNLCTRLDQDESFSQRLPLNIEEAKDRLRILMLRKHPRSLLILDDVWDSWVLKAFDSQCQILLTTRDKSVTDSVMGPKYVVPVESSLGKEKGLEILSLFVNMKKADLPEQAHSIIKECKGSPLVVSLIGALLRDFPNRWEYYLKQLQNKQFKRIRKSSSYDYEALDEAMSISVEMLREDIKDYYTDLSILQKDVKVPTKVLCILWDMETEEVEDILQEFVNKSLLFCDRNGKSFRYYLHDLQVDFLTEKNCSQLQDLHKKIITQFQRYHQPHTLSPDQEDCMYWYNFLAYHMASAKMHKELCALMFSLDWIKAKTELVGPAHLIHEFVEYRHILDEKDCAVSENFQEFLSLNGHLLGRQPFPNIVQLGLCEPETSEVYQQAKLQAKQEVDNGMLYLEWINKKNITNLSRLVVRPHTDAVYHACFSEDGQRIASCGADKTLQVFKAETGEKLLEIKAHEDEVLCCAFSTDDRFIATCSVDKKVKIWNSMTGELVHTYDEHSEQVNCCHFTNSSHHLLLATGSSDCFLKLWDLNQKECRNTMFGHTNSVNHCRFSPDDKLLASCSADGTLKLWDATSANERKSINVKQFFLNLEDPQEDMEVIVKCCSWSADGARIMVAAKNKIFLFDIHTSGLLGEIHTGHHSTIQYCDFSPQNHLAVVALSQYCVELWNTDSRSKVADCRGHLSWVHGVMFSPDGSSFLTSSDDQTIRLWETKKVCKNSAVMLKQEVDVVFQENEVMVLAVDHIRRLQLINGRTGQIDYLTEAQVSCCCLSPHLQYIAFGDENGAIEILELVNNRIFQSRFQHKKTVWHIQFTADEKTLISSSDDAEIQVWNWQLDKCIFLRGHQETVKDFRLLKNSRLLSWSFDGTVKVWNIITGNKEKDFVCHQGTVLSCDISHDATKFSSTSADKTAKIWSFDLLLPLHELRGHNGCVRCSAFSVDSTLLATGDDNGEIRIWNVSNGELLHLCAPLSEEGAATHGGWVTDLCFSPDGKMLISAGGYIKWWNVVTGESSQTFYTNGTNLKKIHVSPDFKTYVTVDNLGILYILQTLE
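Assay system – apoptosome proteins · Medium – Hepes buffer, pH 7.5 · Also added – cytochrome c with DEVD-Rh110 · Timing – 30 min compound preincubation, 50 min activation, room temperature · Detection – Rh110 fluorescence, excitation 480 nm, emission 540 nm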
EBI2 block: blocks human EBI2 receptor beta-arrestin signaling; P32249; EBI2 beta-arrestin recruitment, luminescence, 7a,25-OHC stimulated; inhibition, % at 5 µM; 0.81% of 360,000 active; AID 651636; in the data active means inhibition above about 38%;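 further: enzyme fragment complementation signal reports receptor beta-arrestin coupling in cells; 0% = agonist plus DMSO wells and 100% = wells without agonist; some results beyond the cut were filed as inactive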
Numbers without * were called inactive; nt = not tested or not shown. Unless noted, no stated cut-off is given here; in the data, active means inhibition above about 50%; inactive means the rest. Only part of the results is shown, so the mix of outcomes need not match the whole.

Screens in order: UBC13 polyUb, SENP8 inh, CCR6 antagonist, Jurkat NFkB inh, 697 NFkB inh, Gli-Sufu block, Apaf1 inhib, EBI2 block
Cc1c[nH]c(=O)c([N+](=O)[O-])c1
  -14, -4, 1, 0, 3, 10, -1, -3
CC1CCCCN1C(=O)COC(=O)C1CCN(S(=O)(=O)c2c(Cl)cccc2Cl)CC1 (stereo not drawn)
  -3, -4, 19, -11, 2, -2, 6, 3
COc1ccc(CN(CC(=O)NCc2ccco2)C(=O)CCC(=O)Nc2nccs2)cc1
  5, 0, 15, -8, 13, 3, -4, 3
Cc1ccc([N+](=O)[O-])cc1NC(=O)c1cccnc1
  0, 10, 2, 7, 14, -7, -10, -13
O=C(C1CCC(=O)N(C2CCCC2)C1)N1CCC(Oc2cccc(F)c2)CC1 (stereo not drawn)
  9, -1, 5, 9, -1, 2, -1, -1
CCn1c(SCC(=O)N/N=C/c2ccc(C)o2)nnc1-c1ccccc1
  -14, 1, -4, -1, 17, 1, -3, 51*
Cc1ccccc1OCCC(=O)N1CCN(S(=O)(=O)c2ccc(Cl)cc2)CC1
  1, 1, 12, 11, -1, 5, 24, 28
CCn1nc(CC(=O)Nc2nnc(CC(=O)N3CCCC3)s2)c2ccccc2c1=O
  6, -7, -3, 14, 18, 10, 3, -3
CC(=O)c1cccc(NC(=O)c2csc(-n3nc(C)cc3C(F)(F)F)n2)c1
  -12, 2, 5, -19, -19, -4, 28, 4
O=C1CCN(Cc2nnnn2CC2CCCO2)c2ccccc2N1 (stereo not drawn)
  0, 4, 0, -8, 7, -1, -2, -5
Cc1noc(/C=C/N(C)C)c1S(=O)(=O)N1CCC(C(=O)O)CC1
  -8, 10, 4, 9, 13, -28, -6, -6
Cc1ccc(N2CCN(C(=O)c3ccccc3NC(=O)C3CC=CCC3C(=O)O)CC2)cc1 (stereo not drawn)
  -5, -4, -5, 0, -8, 2, -1, -1
Cc1ccccc1OCC(=O)N/N=C/c1ccncc1
  -2, -7, 7, 4, 6, -4, -7, -13
CS(=O)(=O)N(CC(=O)Nc1ccccc1C(=O)N1CCOCC1)c1ccc(Cl)cc1
  -14, -1, -5, -3, 8, 13, -9, 13
O=C1CCCC2=C1C(O)(C(F)(F)F)C(=O)N2Cc1ccccc1 (stereo not drawn)
  4, 6, 5, 1, 12, 7, -2, -11
COc1ccc(C2=CC(=O)CC(C)(C)C2)cc1OC
  6, 2, 0, -13, 14, -1, -14, 2
O=C(CSc1n[nH]c(-c2cccnc2)n1)Nc1cccc(Cl)c1
  6, 10, 7, 14, 7, 20, -4, -11
C/C(=N\NC(=O)c1ccc2c(c1)OCO2)c1ccc(O)cc1
  2, -9, 6, -24, -6, -38, -12, -7
COc1ccc(OC)c(NC(=O)CS(=O)(=O)c2ccccc2)c1
  6, -1, -6, 0, 23, -1, -9, -14
O=C(CN1C(=O)CCS(=O)(=O)c2ccccc21)NCc1ccc(F)cc1
  -4, -10, -13, 5, -2, -80, 11, -15
NC(=O)C1CCN(C(=O)/C(=C/c2ccccc2)NC(=O)c2ccccc2)CC1
  -5, -6, 6, -5, 5, -3, -7, -4
CC(c1ccccc1)C1CC(=O)N(c2ccc(C(=O)O)cc2)C1=O (stereo not drawn)
  -1, -11, 1, 10, -12, -3, -16, -1
O=C(COC(=O)CC1CCCC1)Nc1cc2c(cc1Cl)C(=O)c1ccccc1C2=O
  -18, 9, -12, -104, -35, -75, -3, 4
CS(=O)(=O)N1CCN(c2ccc(NC(=O)COc3ccccc3[N+](=O)[O-])cc2)CC1
  -3, 4, -16, 8, 5, 5, 0, 0
Cc1ccccc1OCC1Cn2c(nc3c2c(=O)[nH]c(=O)n3C)O1 (stereo not drawn)
  -10, -12, 10, 7, 12, -7, 1, 0
CCOC(=O)c1c(C)n(-c2ccccc2)c2ccc(O)cc12
  -2, -4, 20, -12, -15, 7, 5, -1
CCOC(=O)c1ccc(S(=O)(=O)N2CCN(C(=O)CSc3nc4ccccc4o3)CC2)cc1
  1, -2, 7, 8, 17, -17, 16, 21
CN(C)S(=O)(=O)c1cccc(N2C(=O)CC3(CCCCC3)CC2=O)c1
  4, 0, 2, 12, 9, 2, 0, -17
COc1ccc(Nc2nc(N)c([N+](=O)[O-])c(N3CCN(C)CC3)n2)cc1
  -4, -12, 1, -31, 2, 5, 5, 4
CC(=O)N1N=C(c2ccccc2)CC1c1cn(C)c2ccccc12 (stereo not drawn)
  9, 1, -6, -18, -13, 0, 6, 11
CSc1cccc(NC(=O)CN(c2ccc(C)cc2C)S(C)(=O)=O)c1
  6, 1, -2, -8, 1, 4, 16, 12
COc1ccc(CC(=O)n2[nH]c(=O)c3ccccc3c2=O)cc1OC
  -3, 2, 7, -7, 2, 3, -11, -9
CCS(=O)(=O)N1Cc2ccccc2CC1C(=O)Nc1ccc(OC)c(OC)c1 (stereo not drawn)
  -2, 6, 6, 31, 21, 0, 9, -3
CCCCN(CC)CCNc1c(NC2CCN(C(=O)OCC)CC2)c(=O)c1=O
  6, 0, 10, -5, 9, -2, 4, 1
CC1(C)Cc2c(sc3nc(SCC(=O)N4CCOCC4)nc(N)c23)CO1
  2, -7, -10, -2, 5, -18, 5, 0
COc1ccc(C(=O)N2CCN(c3cccc(Cl)c3)CC2)cc1
  1, 4, -5, -6, 5, 11, 4, 17
O=c1[nH]c(CN2CCN(S(=O)(=O)c3ccc4c(c3)OCCO4)CC2)nc2sc3c(c12)CCCC3
  13, -8, 10, 12, 33, 18, 12, 38*
CCn1cc(Cl)c(C(=O)NNC(=O)CCn2ccc([N+](=O)[O-])n2)n1
  -2, -3, 13, -18, 11, 4, 11, -3
O=C1N=c2ccc(Br)cc2=C1c1sc(=O)[nH]c1O
  -37, -2, nt, -10, 15, nt, 9, nt
CC/C(=N\NC(=O)C1CCCC1)c1cccc(Br)c1
  4, 5, 9, -6, -2, 6, 0, -1
N#CC(C#N)=C(N)/C(C#N)=C/c1cc(O)c(O)c(O)c1
  1, 15, 70*, 2, 6, -8, 8, 8
CC1Cc2ccccc2N1Cc1nc2scc(-c3cccs3)c2c(=O)[nH]1 (stereo not drawn)
  -6, -6, -1, 1, -31, -5, 9, 5
COCCn1c(C)cc(C(=O)COC(=O)c2ccc[nH]c2=O)c1C
  -11, 7, 8, 18, 10, -4, 6, -5
COc1cccc(C2C(C(=O)c3cc4ccccc4o3)=C(O)C(=O)N2c2cc(C)on2)c1 (stereo not drawn)
  -11, -9, 7, -8, -1, -6, 12, 0
C=CC[C@H](CC(=O)NCCO)C(=O)N[C@H](C)COC(=O)[C@@H](CC=C)Cc1ccc(F)cc1
  5, 5, -1, 2, 11, 2, 11, -7
O=C(COc1ccc(Cl)cc1)NCCCNC(=O)c1cccnc1
  4, -1, 4, -12, -16, -8, 4, 1
O=C(Cn1c(=O)[nH]c2ccccc2c1=O)Nc1cccnc1
  -1, 2, -2, -5, 2, 4, 1, 11
Cc1ccc(CN(C(=O)C(F)(F)F)C(C(=O)NC2CCCCC2)c2ccco2)cc1 (stereo not drawn)
  4, -3, 24, 17, 11, 2, 10, 6
O=C(Nc1ccc(S(=O)(=O)Nc2ccccc2)cc1)c1ccc(CN2CCOCC2)cc1
  -6, -10, -10, 64*, 14, 25, 6, -3
O=C(CSc1ccccc1C(=O)O)NCc1ccco1
  -3, -2, 10, -4, -6, -4, -2, -1
COc1ccc(C(=O)Oc2cc(/C=N/NC(N)=S)ccc2OC)cc1
  -9, 10, 4, 9, -5, 9, 20, -8
Cc1nc2c(C(=O)NCc3ccccc3Cl)c[nH]n2c(=O)c1Cl
  -10, 5, 5, 12, 16, -2, -1, -4
O=C1CSC(c2ccc(Cl)cc2)N1Nc1nc(N2CCOCC2)nc(N2CCOCC2)n1 (stereo not drawn)
  -2, -1, 3, -10, 8, 8, 5, -3
NC(=O)NC(=O)COC(=O)CCCCCNS(=O)(=O)c1ccc2c(c1)OCCO2
  16, 2, 5, 2, 22, -2, -29, -6
CC(=O)Nc1ccc(S(=O)(=O)N2CCC(N3CCCCCC3)CC2)cc1
  3, 9, -3, -6, 3, 39, 0, -5
C/C(=N\NC(=O)Cc1ccccc1Cl)c1cccnc1
  0, 3, 2, 2, -13, -2, -5, -16
COc1ccccc1-c1cc(C(F)(F)F)nc(S(C)(=O)=O)n1
  14, -1, 16, -21, -14, -1, 1, 18
Cc1ccc(Sc2cc(NCCCO)c([N+](=O)[O-])c3nonc23)cc1
  -29, 5, 22, -9, 46*, -6, 8, 53*
CC1=NN(C(=O)Cc2ccccc2)C(O)(c2cccnc2)C1 (stereo not drawn)
  -10, 0, -7, -24, 2, -1, 7, -5
O=c1cc(CSc2ccc(Cl)cc2)[nH]c2[nH]n(-c3ccccc3)c(=O)c12
  -3, 14, 15, 7, 18, 1, 16, 10

Next part
Screens in order: UBC13 polyUb, SENP8 inh, CCR6 antagonist, Jurkat NFkB inh, 697 NFkB inh, Gli-Sufu block, Apaf1 inhib, EBI2 block
COc1cc(CN2CCc3c([nH]c4ccccc34)C2)cc(OC)c1
  7, -1, 0, 24, -3, 14, 1, 13
O=C1N(c2ccccc2)C[C@@H]2C[C@@H](c3cccc4c3OCO4)N3CCC[C@@]123
  0, -1, -7, 6, 17, 11, -14, -3
CC1CC(c2ccccc2)=Nc2ccccc2N1 (stereo not drawn)
  -14, -10, 7, -40, -84, -11, 9, -2
C=CCn1c(SCC(=O)c2c(N)n(C)c(=O)n(C)c2=O)nnc1-c1ccncc1
  6, 0, 12, -6, -1, 12, 0, 3
COc1cccc(C2C(C(=O)c3ccc(C)o3)=C(O)C(=O)N2c2cc(C)on2)c1 (stereo not drawn)
  -8, -3, 14, 4, -19, -5, -4, 8
O=C(NNC(=O)C1CC2CCC1C2)c1sc2ccccc2c1Cl (stereo not drawn)
  7, 0, 6, -27, -43, -52, 8, 18
CC(/C=N/NC(=O)COc1ccccc1C)=N\NC(=O)COc1ccccc1C
  -14, 11, 2, -20, -43, -9, 3, -3
CC1CN(C(=O)CSc2nc(N)cc(N)n2)CC(C)O1 (stereo not drawn)
  -6, -11, -3, -24, -11, 4, 9, 4
CC(CCN1CCOCC1)c1ccccc1 (stereo not drawn)
  3, -4, -2, 0, -8, 2, -3, -12
OCCC1CN(CC(c2ccccc2)c2ccccc2)CCN1C1CCCC1 (stereo not drawn)
  5, 4, 4, -2, -22, 19, 0, 10
O=C(C1CCCO1)N1CCN(S(=O)(=O)c2cccc3nsnc23)CC1 (stereo not drawn)
  -2, 8, -5, 14, 13, 10, -10, -14
OC1C2CN3CCN(C2)CC1(Cc1ccccc1)C3 (stereo not drawn)
  1, 0, 7, 13, 30, 1, -7, -2
Cc1cccc(NS(=O)(=O)c2cccc(C(=O)N3CCCC3)c2)c1
  -6, -14, 5, -4, 3, -13, -5, 3
COc1ccccc1-n1cc(CN2CCCC(CO)(Cc3cccc(Cl)c3)C2)cn1 (stereo not drawn)
  7, 3, 15, 0, 27, 10, -8, 1
COC(=O)c1ccccc1S(=O)(=O)NNC(=O)c1ccccc1-n1cccc1
  -2, -12, 0, 7, -14, -8, 2, 0
COC(=O)c1c(NC(=O)CN2CCN(c3cccc(Cl)c3)CC2)sc(C)c1C
  2, 3, 11, 21, 9, 14, 5, 9
COc1ccc(S(=O)(=O)N(C)CC(=O)NC2CCCCC2)cc1OC
  3, 4, 10, -2, 6, 0, -6, -4
O=C(Nc1ccccc1-c1nc2ccccc2s1)c1ccco1
  -1, -5, 3, -32, -20, -13, 29, 2
O=C(c1ccccc1)N1CCC(c2nc(-c3ccc(S(=O)(=O)NCC4CCCO4)cc3)no2)CC1 (stereo not drawn)
  2, 1, 7, 25, -34, 40, -8, -8
Cc1ccc(/C=N/NC(=O)CSc2nnc(-c3ccccc3)n2-c2ccc(Cl)cc2)o1
  0, -1, -20, 5, 10, 23, 12, -17

A few values from the list:
Cc1ccc(/C=N/NC(=O)CSc2nnc(-c3ccccc3)n2-c2ccc(Cl)cc2)o1 in Apaf1 inhib reads 12
O=C(Nc1ccccc1-c1nc2ccccc2s1)c1ccco1 in UBC13 polyUb reads -1
O=C(c1ccccc1)N1CCC(c2nc(-c3ccc(S(=O)(=O)NCC4CCCO4)cc3)no2)CC1 (stereo not drawn) in 697 NFkB inh reads -34

Shown as a hit in 697 NFkB inh, of those listed so far:
SMILES	UBC13 polyUb	CCR6 antagonist	Jurkat NFkB inh	697 NFkB inh	EBI2 block
Cc1ccc(Sc2cc(NCCCO)c([N+](=O)[O-])c3nonc23)cc1	-29	22	-9	46*	53*

Assay outcomes: PubChem BioAssay, Sanford-Burnham Center for Chemical Genomics
